CAL PDZ FP-1: CAL PDZ (human) peptide binding inhibition; purified CAL PDZ, TMR-peptide fluorescence polarization, 1 h; inhibition, % at 24.9 µM; hit rate 0.92% among 300,000; AID 602252;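 active = mean inhibition of at least 30% with at least half of replicates also reaching 30%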;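 note: 0% = DMSO neutral control and 100% = excess unlabeled competitor peptide PRC23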
Tat export inh: blocks Tat-dependent protein export in E. coli; E. coli MC4100 TorA-mCherry Tat export, fluorescence; inhibition, % at 10 µM; hit rate 0.036% among 340,000; AID 488895;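 active = mean replicate inhibition at least 50% and at least half of replicates individually reaching 50%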;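 note: exported cargo escapes ClpAP degradation while cytoplasmic cargo is degraded and loses fluorescence; 0% = median of neutral control wells and 100% = median of NaSCN control wells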
E coli growth: counter-screen for AddAB inhibitors: E. coli growth inhibition; E. coli V3065 growth, OD600 absorbance, 18 h; hit rate 0.27% among 330,000; inhibition, % at 11.9 µM; AID 449728;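 active = inhibition above the campaign's mean inhibition across all tested compounds plus 3 SD, cut at about 9.9% in these data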;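 note: uninfected addAB+ strain grown without phage in ampicillin broth; 0% = DMSO wells and 100% = ciprofloxacin 0.95 µg/ml wells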
MITF act: activators of MITF-driven TRPM1 promoter activity in SK-MEL-5 cells; hit rate 0.75% among 300,000; AID 588334; SK-MEL-5 TRPM1-promoter luciferase, 24 h; % of positive control, neutral wells = 0; activation, % at 12.5 µM;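 active = mean activation of at least 80% with every replicate also reaching 80%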;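 note: 0% = neutral control wells and 100% = parthenolide positive control wells; values of inactives mirror those of a sister screen read the other way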
Wnt bcat act: activators of Wnt/beta-catenin signaling; Wnt/beta-catenin reporter cell assay, activator, plate reader; activation, % at 9.35 µM; hit rate 1.2% among 300,000; in the data active = activation above about 30%, passing the limit was not always enough;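 note: 0% = neutral control wells and 100% = positive control wells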
SR-BI DiI-HDL act: activators of SR-BI mediated HDL lipid uptake. CHO ldlA[mSR-BI] cells, DiI-HDL uptake fluorescence, 3 h; 100 = double the neutral-control signal. activation, % at 12.5 µM. hit rate 0.096% among 320,000;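 active = mean replicate activation of at least 60% and every replicate at or above 60%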;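 note: 0% = median plate neutral-control signal and 100% = twice that signal; values of inactives mirror those of a sister screen read the other way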
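Material: SR-BI-overexpressing, LDLR-lacking CHO cells; schedule: compound exposure 3 h, 37 °C; reagent: DiI-labelled HDL at 10 µg/mL final; technique: bottom-read fluorescence, 550/595 nm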
SR-BI HDL uptake: mouse SR-BI HDL lipid transfer inhibition | inhibition, % at 12.5 µM | ldlA[mSR-BI] CHO cells, DiI-HDL uptake fluorescence, 3 h | AID 488896 | Q61009 | hit rate 0.96% among 320,000;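 active = mean replicate inhibition of at least 70% and a set share of replicates each scoring 70 or more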;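 note: 0% = median of neutral control wells and 100% = median of positive control wells; values of inactives mirror those of a sister screen read the other way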
Target sequence (Q61009 whole entry, looked up): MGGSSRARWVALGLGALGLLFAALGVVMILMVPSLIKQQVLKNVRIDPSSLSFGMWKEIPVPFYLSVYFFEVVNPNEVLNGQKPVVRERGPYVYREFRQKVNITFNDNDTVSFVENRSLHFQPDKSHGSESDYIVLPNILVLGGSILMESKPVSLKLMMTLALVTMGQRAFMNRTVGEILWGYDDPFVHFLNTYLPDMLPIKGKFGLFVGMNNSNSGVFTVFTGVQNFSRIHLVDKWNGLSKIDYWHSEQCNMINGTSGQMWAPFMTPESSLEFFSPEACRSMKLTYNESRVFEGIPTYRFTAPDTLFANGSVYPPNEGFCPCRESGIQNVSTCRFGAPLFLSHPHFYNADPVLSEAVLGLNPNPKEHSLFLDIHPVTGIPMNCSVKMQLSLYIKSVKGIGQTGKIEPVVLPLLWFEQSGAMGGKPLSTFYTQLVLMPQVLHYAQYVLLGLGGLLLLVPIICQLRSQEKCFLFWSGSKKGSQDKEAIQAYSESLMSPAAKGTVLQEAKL
phage Ecoli inh: E. coli growth loss with phage present. hit rate 0.26% among 360,000. growth absorbance. inhibition, % at 11.9 µM; in the data active = inhibition above about 11%
AddAB inh: less growth of phage-infected E. coli with AddAB; AID 435030; inhibition, % at 11.9 µM; E. coli expressing H. pylori AddAB, absorbance growth; hit rate 0.29% among 330,000; in the data active = inhibition above about 12%;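 note: 0% = vehicle wells of infected cells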
CAL PDZ FP-2: human CAL PDZ-peptide interaction inhibition; AID 504414; hit rate 0.02% among 330,000; purified CAL PDZ, TMR-peptide fluorescence polarization, 1 h; inhibition, % at 20 µM; Q9HD26;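 active = highest replicate inhibition of at least 40%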;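 note: plate controls were DMSO neutral control wells for no effect and unlabeled competitor peptide control wells for full effect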
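Material – purified CerCALP PDZ construct · Detection – FP readout, S and P plane fluorescence · Measure – percent inhibition from loss of millipolarization · Controls – unlabelled peptide for full inhibition, DMSO wells as neutral · Probe or stimulus – TMR-labelled reporter peptide T*-PRC34 bound in PDZ groove · Times – 1 h at RT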
* = called active by the depositor; . = not tested or not shown.

cpd	Molecule	CAL PDZ FP-1	Tat export inh	E coli growth	MITF act	Wnt bcat act	SR-BI DiI-HDL act	SR-BI HDL uptake	phage Ecoli inh	AddAB inh	CAL PDZ FP-2
1	COc1ccc(N(CC(=O)Nc2ccc(S(=O)(=O)N3CCOCC3)cc2)S(=O)(=O)c2ccc(F)cc2)cc1	-1	2	-4.0	-14	-1	-14	14	5.2	0.0	-1.7
2	O=C(NN=C1CCCC1)c1cc(Cl)cc(Cl)c1O	.	-4	-1.5	-2	-3	31	-31	-0.1	0.6	-0.4
3	O=C(CN(C1CC1)S(=O)(=O)c1ccc(S(=O)(=O)N2CCCCCC2)cc1)Nc1ccccc1	-7	-18	2.2	-2	.	-23	23	1.5	3.5	0.1
4	COc1ccc2oc(C(=O)OCC(=O)NC(=O)NC(C)C)c(C)c2c1	-1	1	-2.9	.	.	-14	14	0.5	0.6	-0.9
5	CN1CCN(C(=O)N2c3ccccc3CCc3ccccc32)CC1	-1	6	0.2	1	-1	8	-8	6.4	-1.4	0.0
6	CCOc1cccc2sc(=NC(=O)c3ccco3)n(CC(=O)OC)c12	-1	-1	0.8	-9	3	.	.	2.1	2.3	-0.6
7	CCCNC(=O)Cc1c(O)c2ccccc2[nH]c1=O	-1	-2	0.7	15	.	.	.	1.8	1.6	0.1
8	CC1=C(C(=O)Nc2ccccc2C)C(c2ccc(C)o2)NC(=S)N1 (centres undefined)	-5	-2	2.4	-7	.	-23	23	-1.4	3.5	-1.7
9	Cc1ccc(NC(=O)COC(=O)Cn2nc(-c3ccc(F)cc3)oc2=O)cc1C	13	2	-3.0	-12	-3	-64	64	1.8	-1.0	-0.6
10	CCOc1ccccc1CN1CCNC(=O)C1CC(=O)NCCCn1cccn1 (centres undefined)	.	-8	0.8	-1	-2	-7	7	2.7	4.2	-0.9
11	Cc1cc2occ(CC(=O)N(C)CC(=O)Nc3ccc(F)cc3)c2cc1C	0	-5	0.0	12	-5	-2	2	1.0	0.8	-1.0
12	CCN(CC)Cc1c(C(=O)N/N=C/c2ccncc2)nnn1-c1nonc1N	-13	2	-0.6	.	4	-3	3	1.5	-0.5	-0.9
13	O=c1c2sc(-c3ccccc3)cc2nc2n1CCC2	-2	1	-0.7	-13	8	2	-2	0.5	2.0	-2.5
14	CN(C)S(=O)(=O)N1CCC(Oc2ccc(C(=O)NC3CCOC(C)(C)C3)cc2)CC1 (centres undefined)	1	13	-0.2	-7	2	8	-8	2.2	4.0	-0.1
15	Cc1cccc(-c2noc(CN(C(=O)C34CC5CC(CC(C5)C3)C4)C(C)C)n2)c1	3	7	0.7	-9	.	-13	13	0.9	3.4	0.5
16	COC(=O)C1CCN(C(=O)COC(=O)c2ccc(=O)n(Cc3ccccc3)n2)CC1	4	-9	3.8	-8	-3	36	-36	3.8	4.2	0.2
17	COc1cc2c(Cc3ccccc3)cncc2cc1O	-5	-1	.	-2	-3	0	0	3.8	.	-0.1
18	S=C(c1c[nH]c2ccccc12)N1CCOCC1	.	-5	0.1	16	0	23	-23	1.6	3.4	-0.6
19	Cc1ccc(CNC(=O)CCS(=O)(=O)c2ccc3c(c2)NC(=O)C(C)S3)cc1 (centres undefined)	-4	-1	-2.8	-6	-3	18	-18	1.7	-1.0	-1.4
20	Nc1ccc(C(=O)N2CCN(S(=O)(=O)c3ccc(Cl)cc3)CC2)cc1[N+](=O)[O-]	-1	-6	1.3	6	.	-1	1	.	1.6	-2.4
21	COc1ccccc1N=Nc1c(C)n[nH]c1C	-4	-2	-0.4	-8	-1	6	-6	3.1	-0.2	-0.6
22	CCc1ccc(OCc2nc(-c3ccccn3)no2)c(Br)c1	-4	16	0.4	66	.	-1	1	1.1	1.4	-3.0
23	Cc1cccc(N2CCN(C(=O)NCc3ccc(Cl)cc3)CC2)c1	-2	-7	2.5	.	.	-26	26	3.5	4.2	0.4
24	CCOC(=O)Cn1nnc2c(sc3nc4c(c(-c5ccccc5)c32)CCC4)c1=O	-4	5	-0.7	-7	.	-1	1	2.4	1.3	-1.6
25	Cc1ccc(S(=O)(=O)N2CCCN(c3nccc(C(F)(F)F)n3)CC2)cc1	-3	-3	1.6	.	-2	21	-21	0.6	4.9	-0.1
26	Cc1c(C(=O)N2CCCC2)oc2ccc(Br)cc12	-4	5	.	41	9	-18	18	-0.3	.	-3.7
27	C=CCSc1nc2ccsc2c(=O)n1-c1cccnc1	2	-7	-2.0	8	-3	15	-15	3.3	0.0	-1.5
28	Cc1nn(C(=O)c2c(-c3ccccc3)noc2C)c(C)c1N=Nc1cc(C(F)(F)F)cc(C(F)(F)F)c1	-2	2	0.5	-12	-1	2	-2	-0.4	-0.1	0.5
29	COc1ccc(NS(=O)(=O)c2cc(NC(=O)c3ccc(S(=O)(=O)N(C)C)cc3)ccc2N2CCOCC2)cc1	-4	1	2.0	-2	-8	-23	23	-0.1	1.6	-5.4
30	Cc1ccn2c(NC3CCCC3)c(-c3ccsc3)nc2c1	0	1	2.1	1	4	-12	12	0.5	0.6	1.0
31	CCNC(=O)n1cc(-n2cncn2)c(-c2ccc(Cl)cc2)n1	-1	-4	3.1	1	0	-21	21	3.6	1.3	-1.5
32	O=C(N/N=C/c1ccncc1)NC1CCCCC1	-1	-7	0.3	2	-3	-1	1	2.5	0.2	-1.1
33	Cc1cccc(-n2cnc3c(sc4nc(N5CCOCC5)c5c(c43)CCCC5)c2=O)c1	60*	-1	2.6	7	-2	-41	41	2.0	1.4	-2.8
34	CCN(CC)S(=O)(=O)c1ccc(/C=C/C(=O)OCC(=O)NCc2ccc3c(c2)OCO3)cc1	28	-7	-0.5	-5	-2	-4	4	-1.5	2.6	-0.5
35	CCc1cccc(C)c1NC(=O)CSc1nnc(Cc2csc(C)n2)o1	-2	-10	5.6	-6	-3	6	-6	5.5	1.7	-3.1
36	O=C(Nc1ccccc1)c1ccc(CN2CCc3ccccc3C2)cc1	5	1	0.9	-3	-3	10	-10	6.4	-1.2	0.8
37	COc1cc(NC(=O)CN2CCC(Cc3ccccc3)CC2)c(C)cc1[N+](=O)[O-]	-4	-5	-2.1	0	.	-4	4	1.7	3.5	0.3
38	COc1cccc(CNC(=O)c2nnn(CC(=O)Nc3cccc(C)c3)c2N)c1	4	-9	-1.4	1	-1	-8	8	1.6	1.9	-2.1
39	Cc1ccc(C(=O)C2=C(O)C(=O)N(CCCN3CCOCC3)C23C(=O)N(C)c2ccccc23)o1 (centres undefined)	-12	-5	0.0	3	-1	42	-42	2.2	2.8	-0.8
40	COc1ccc(-n2nnnc2S(=O)(=O)Cc2ccc(C(=O)O)cc2)cc1	.	-14	1.6	-7	.	4	-4	2.3	4.1	-0.3
41	Cc1cc(=O)n2c(n1)NC(Nc1cccc(C)c1C)=NC2c1ccccc1 (centres undefined)	1	-11	0.5	.	1	-7	7	3.2	-0.7	-0.7
42	Cc1ccc(S(=O)(=O)N2CCN(c3ccc(C(F)(F)F)cc3[N+](=O)[O-])CC2)cc1	-1	-2	2.7	-2	-1	27	-27	5.0	3.7	-1.7
43	CCNc1nc(NCC)n2c(SCC(=O)Nc3ccccc3[N+](=O)[O-])nnc2n1	-7	-8	2.1	-2	-5	22	-22	0.9	4.2	-0.9
44	CCOC(=O)CN(Cc1ccc(OC)c(OC)c1)S(=O)(=O)c1ccc(OC)cc1	-2	-5	-2.5	6	-1	7	-7	1.4	0.5	-2.4
45	CCOC(CCNC(=O)c1cn(CCOC)c(=O)c2c1c1ccccc1n2C)OCC	-3	-3	-1.9	10	-2	8	-8	1.0	0.7	0.1
46	CC(=O)N1CCC(N(C(=O)Nc2ccc(Cl)cc2)C(C)C)CC1	0	11	5.8	6	4	-6	6	3.2	1.8	-2.3
47	O=C(COC(=O)/C=C/c1ccccc1Cl)NCCc1ccc(Cl)cc1Cl	2	2	0.4	1	-3	-9	9	1.5	3.9	-0.4
48	Cc1ccc(CCNC(=O)C2CCN(S(=O)(=O)c3ccc4c(c3)CCC(=O)N4)CC2)cc1	.	-1	0.1	1	-3	10	-10	2.0	3.0	-0.5
49	CC(C)N(CCNCc1nnc(-c2ccccc2)o1)C(C)C	3	3	-0.6	-4	0	.	.	1.1	-0.4	-0.1
50	CC(C)(C)NCCCCOc1ccccc1F	-1	-8	4.8	2	-2	12	-12	2.7	2.7	-1.1

(next part)
cpd	Molecule	CAL PDZ FP-1	Tat export inh	E coli growth	MITF act	Wnt bcat act	SR-BI DiI-HDL act	SR-BI HDL uptake	phage Ecoli inh	AddAB inh	CAL PDZ FP-2
51	CCS(=O)(=O)Nc1cccc(C2=NN(S(C)(=O)=O)C(c3ccccc3)C2)c1 (centres undefined)	-1	4	-3.4	-15	-8	-16	16	4.7	-2.2	-3.0
52	O=C(O)c1ccccc1C(=O)c1ccc(Sc2ccc(Cl)cc2)c([N+](=O)[O-])c1	.	0	-1.1	-2	0	-14	14	1.7	0.9	-0.5
53	COc1ccc(CCCc2nnc(SCC(=O)NN)o2)c(C)c1	-2	-5	-1.7	-12	1	16	-16	2.2	-1.5	-1.2
54	CCC(C(=O)Nc1nccs1)c1ccccc1 (centres undefined)	11	-1	-0.6	-15	.	-19	19	2.8	1.5	0.2
55	CCN1CCN(C(=O)c2ccc3c(=O)n(CCc4ccccc4)c(=O)[nH]c3c2)CC1	-5	-1	0.6	63	.	12	-12	.	0.6	-0.7
56	CC(OC(=O)c1cc(=O)[nH]c2ccccc12)c1ccccc1 (centres undefined)	-2	-1	0.7	23	-2	13	-13	1.3	0.0	-3.1

Screening data as filed in PubChem.

Rows are unselected. About 3.6% of those tested had a hit in this group.
